Screening data from PubChem BioAssay.
S1P4 antagonist: blocks the human S1P4 receptor; O95977; S1P4-expressing cells, antagonist mode, reporter read-out; inhibition, % at 4.98 µM; 220,000 tested, 0.26% active; AID 1510; in the data active = inhibition above about 29%;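 note: 0% = wells stimulated with agonist and 100% = vehicle wells without agonist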
m-calpain inh: inhibitors of pig calpain II; 220,000 tested, 0.37% active; purified calpain II, fluorogenic peptide substrate, 30 min; inhibition, % at 16 µM;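 active = inhibition above about 50%, limit read from the data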
TRPN1 ag: activates the zebrafish TRPN1 channel; HEK293 zebrafish TRPN1-YFP, Fluo-8 calcium fluorescence; 100% = response to 87 µM carbachol; activation, % at 3 µM; 220,000 tested, 0.18% active; AID 1424;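 active = activation above its plate's cutoff, the mean activation of test wells on that plate plus 3 SD, cut at about 19% in these data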;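 note: 0% = DMSO alone and 100% = 87 µM carbachol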
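System: zebrafish TRPN1-YFP in HEK293 cells / Dosing: 3 µM single point / Timing: dye loading 1 h at 37 °C, then 30 min room temperature / Signal: Fluo-8 calcium fluorescence, excitation 470-495 nm, emission 515-575 nm / Read-out basis: percent activation from peak over basal fluorescence ratio, control-normalized / Control set: high carbachol 87 µM, low DMSO alone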
S1P4 agonist: human S1P4 receptor agonism; activation, % at 4.98 µM; O95977; S1P4-expressing cell line, agonist reporter assay; AID 1509; 220,000 tested, 0.35% active; in the data active = activation above about 11%;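 note: 0% = DMSO vehicle and 100% = reference agonist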
Ba/F3 V617F tox: lowers viability of Ba/F3 cells expressing EpoR and JAK2V617F. ATP luminescence. 220,000 tested, 1.1% active. inhibition, % at 5.6 µM;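 active = inhibition above the campaign mean plus 3 SD over all tested compounds, cut at about 24% in these data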;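 note: cytokine-independent growth of Ba/F3 cells driven by EpoR plus mutant JAK2; 0% = DMSO-treated cells and 100% = JAK inhibitor I control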
TRPML3 agonist: human mucolipin-3 channel agonism; Q8TDD5; HEK293 TRPML3-YFP, Fluo-8 calcium fluorescence; 100% = the carbachol control signal; activation, % at 3 µM; 220,000 tested, 0.29% active; AID 1448;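 active = activation above its plate's cutoff, the mean activation of the plate's test wells plus 3 SD, cut at about 12% in these data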;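 note: 0% = DMSO only wells and 100% = carbachol wells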
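Test system: HEK293 cells stably carrying human TRPML3-YFP; Doses: single dose, 3 µM final nominal compound, 0.3% DMSO final; Schedule: dye loading 1 h 37 °C then 30 min ambient, 125 s read; Technique: Fluo-8 calcium fluorescence; Benchmarks: high control carbachol 87 µM, low control DMSO.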
PERK inh: blocks human PERK kinase | CHO PERK-DD fusion, SEAP luminescence translation reporter | 220,000 tested, 0.17% active | Q9NZJ5 | inhibition, % at 5.6 µM;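 active = inhibition above the mean inhibition of all tested compounds plus 3 SD, set separately per screening campaign, cut at about 2.9% in these data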;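 note: PERK kinase domain activated by AP20187 dimerizer at 100 nM; 0% = DMSO with dimerizer and 100% = rapamycin at 8.4 µM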
Target sequence (Q9NZJ5 whole entry, looked up, the tested form may be a part): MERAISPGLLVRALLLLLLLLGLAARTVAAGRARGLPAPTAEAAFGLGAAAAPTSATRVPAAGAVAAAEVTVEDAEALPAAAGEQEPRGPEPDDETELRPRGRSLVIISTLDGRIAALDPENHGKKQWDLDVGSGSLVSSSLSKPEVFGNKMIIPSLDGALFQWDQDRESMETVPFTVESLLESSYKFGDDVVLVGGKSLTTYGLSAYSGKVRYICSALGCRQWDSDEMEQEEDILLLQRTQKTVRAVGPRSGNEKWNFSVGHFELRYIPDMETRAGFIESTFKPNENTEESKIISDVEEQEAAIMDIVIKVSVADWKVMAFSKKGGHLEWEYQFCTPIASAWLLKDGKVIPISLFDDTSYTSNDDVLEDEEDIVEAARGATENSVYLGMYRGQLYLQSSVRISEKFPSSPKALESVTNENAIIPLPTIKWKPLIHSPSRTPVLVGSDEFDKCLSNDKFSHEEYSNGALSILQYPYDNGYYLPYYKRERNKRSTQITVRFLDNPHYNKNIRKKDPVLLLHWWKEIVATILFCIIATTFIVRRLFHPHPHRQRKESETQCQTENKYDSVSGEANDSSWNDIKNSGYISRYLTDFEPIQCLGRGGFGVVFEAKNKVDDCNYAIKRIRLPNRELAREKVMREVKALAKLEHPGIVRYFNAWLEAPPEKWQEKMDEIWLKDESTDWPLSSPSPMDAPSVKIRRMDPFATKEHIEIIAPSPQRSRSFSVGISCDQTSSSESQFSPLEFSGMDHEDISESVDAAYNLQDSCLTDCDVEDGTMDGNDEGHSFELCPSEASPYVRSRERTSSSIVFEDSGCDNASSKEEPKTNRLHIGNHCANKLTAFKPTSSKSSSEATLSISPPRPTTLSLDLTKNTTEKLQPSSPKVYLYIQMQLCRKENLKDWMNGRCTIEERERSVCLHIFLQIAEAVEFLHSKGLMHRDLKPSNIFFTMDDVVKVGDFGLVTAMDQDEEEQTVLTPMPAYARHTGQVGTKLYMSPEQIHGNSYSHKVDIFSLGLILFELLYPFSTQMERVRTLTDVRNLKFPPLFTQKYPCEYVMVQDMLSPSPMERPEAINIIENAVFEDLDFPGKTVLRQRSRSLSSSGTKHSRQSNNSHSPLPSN
BaF3 parental: counter-screen for JAK2V617F inhibitors: parental Ba/F3 viability inhibitors; CellTiter-Glo ATP luminescence; inhibition, % at 5.6 µM; 220,000 tested, 1.1% active; AID 1486;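 active = inhibition above a per-campaign cutoff, the mean inhibition of all tested compounds plus 3 SD, cut at about 27% in these data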;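 note: 0% = DMSO wells and 100% = JAK Inhibitor I control wells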
EP2 modulator: modulates human prostaglandin E2 receptor EP2 signaling. P43116. EP2-expressing cells, cAMP HTRF FRET, PGE2 co-stimulation. induction, % at 25 µM. 260,000 tested, 0.83% active;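 active = compounds whose cAMP rise, as percent of the full-agonist control response, exceeds 60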;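 note: rat C6 glioma line stably carrying human EP2 under a CMV promoter; the protocol text gives 20 µM as final concentration; 100% = response of wells given 1 µM PGE2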
An asterisk follows results filed as active; i = inactive; / = not tested or not shown; & = joins results of further samples. An excerpt; the hit share may differ from the screen's.

Values run as follows: S1P4 antagonist, m-calpain inh, TRPN1 ag, S1P4 agonist, Ba/F3 V617F tox, TRPML3 agonist, PERK inh, BaF3 parental, EP2 modulator
1. CN1C[C@H](CNC(=O)OCc2ccccc2)C[C@@H]2c3cccc4c3c(cn4C)C[C@H]21
  -21, 10, 0.8, 1.0, -2, 1.4, -1.8, 4, -43&-21
2. COc1ccc(C(=O)C2CCCN(Cc3ccon3)C2)c(OC)c1 (stereo not drawn)
  -6, -1, 0.1, 0.6, -2, 0.2, 1.6, 0, 22
3. CC(=O)Nc1ccc(S(=O)(=O)NC(CC(=O)N2CCC3(CC2)OCCO3)C(C)C)cc1 (stereo not drawn)
  -26, 12, -0.4, 0.0, -3, 0.7, 0.5, 2, 2
4. COc1cc2occc2c2oc(=O)ccc12
  13, -15, 0.1, 1.4, 0, 0.3, 0.3, 5, 24&-11
5. OCC12CO[C@@H]3c4ccccc4[C@H](OC1)N32 (stereo partly drawn)
  -12, -1, -0.1, 2.5, -2, 0.0, 1.3, 5, 6
6. O=c1cccc2n1CC1CC2CN(Cc2cccc(Cl)c2Cl)C1 (stereo not drawn)
  -4, 8, 0.3, 0.1, 1, 0.8, 0.0, 6, 19
7. COC(=O)C1=CO[C@@H](C)[C@@H]2CN3CC[C@@]4(C(=O)Nc5ccccc54)[C@@H]3C[C@H]12
  5, 25, -0.6, 0.9, 6, -1.0, -0.9, 3, 17
8. CC(O)(CS(=O)(=O)c1ccc(F)cc1)C(=O)Nc1ccc(C#N)c(C(F)(F)F)c1 (stereo not drawn)
  5, 12, 6.4, 0.1, -1, 3.7, 1.1, -3, /
9. CCn1c(=O)cc(OCC(=O)N2CCC3(CC2)OCCO3)c2ccccc21
  -4, -11, 1.4, -0.6, -1, -0.4, 0.1, 9, 0
10. Cc1ccccc1OCCCn1cc(C(=O)C(=O)N2CCOCC2)c2ccccc21
  -25, -13, 0.5, 1.5, -4, 0.8, -0.4, 3, -19
11. COc1ccccc1OCC#CCN1CCCC(C)C1 (stereo not drawn)
  -4, -31, 0.5, 1.5, 1, 0.8, -0.2, 7, -11
12. COc1cccc(-c2nc3ccc(N4CCN(C)CC4)cc3[nH]2)c1
  -19, i, -1.2, -0.9, 4, 1.3, -0.7, 6, -32
13. O=C(Cn1ccc2ccccc2c1=O)NCC(=O)N1CCC2(CC1)OCCO2
  -4, 20, 1.4, -1.0, -2, 0.8, -0.6, 2, -21
14. CCC(=NCc1ccc2c(c1)OCO2)c1c(O)n(C2CCCCC2)c(=O)[nH]c1=O
  -4, -53, -0.8, 0.5, 0, -0.9, 0.1, 7, 17
15. CCOC(=O)C1C2c3ccccc3O[C@@]1(C)N=C1SCC(=O)N12 (stereo partly drawn)
  11, -19, 0.5, -0.2, -3, 0.2, -0.6, -1, 12
16. CC1(C)CN2C(c3ccc(Cl)cc3)N2C1 (stereo not drawn)
  -13, -15, -0.5, -3.1, -4, 0.9, 0.6, 1, 20
17. COc1ccc(-n2c(O)c(/C(C)=N/N3CCCCCC3)c(=O)[nH]c2=O)cc1
  -71, -5, -0.9, 0.8, 3, -0.2, -1.4, -5, -2
18. CCCCCCn1c(=O)c(C(=O)Nc2c(C)n(C)n(-c3ccccc3)c2=O)c(O)c2ccccc21
  -9, -92, 0.8, 0.5, -3, 1.1, 0.7, -2, 17
19. CCOC(=O)C(O)(c1ccc(NC(=O)Oc2ccccc2)cc1)C(F)(F)F (stereo not drawn)
  -19, -7, 0.1, 0.3, 1, 0.3, -0.1, 1, 3
20. Fc1ccc(CCNCc2ccc(Br)cc2)cc1
  -14, -1, 0.7, 0.3, -2, 0.2, -0.2, 5, -2

(list continues)
Values run as follows: S1P4 antagonist, m-calpain inh, TRPN1 ag, S1P4 agonist, Ba/F3 V617F tox, TRPML3 agonist, PERK inh, BaF3 parental, EP2 modulator
21. Cc1ccc(O)c(C(=O)c2cc(C(=O)NCCC(C)C)c(=O)n(CCC(C)C)c2)c1
  10, 15, -1.2, 15*, -4, 1.0, 1.3, 0, 28
22. Cc1ccc(C(=O)n2cc(CCN3CCS(=O)(=O)CC3)c3ccccc32)cc1
  5, -3, 3.8, 1.2, -2, 0.3, -0.3, 6, 20
23. CCC(=O)OC1(c2ccccc2)C(C)CN(C)CC1C (stereo not drawn)
  -22, -12, 0.8, -0.4, -3, 0.5, 0.7, -2, -5&13
24. COc1ccccc1OCC(=O)N1CCN(Cc2ccc3c(c2)OCO3)CC1
  -9, -26, 3.3, 0.8, -2, 0.2, 0.7, 13, -16
25. C=CCn1c(O)c(C(C)=NCCc2ccccc2)c(=O)[nH]c1=O
  -15, -11, 1.4, 0.0, 0, 0.6, -2.7, 9, -1
26. CC1CCCC(C)N1/N=C/c1c[nH]c2ccc(Br)cc12 (stereo not drawn)
  14, 18, 1.2, -1.1, 4, -0.4, -0.3, 5, 0
27. Cc1ccc(S(=O)(=O)N(C)CCCC(=O)N2CCN(c3ccccn3)CC2)cc1
  -6, -36, 5.2, 0.0, -1, 1.6, 0.5, 2, -4
28. O=C(CNC(=O)c1ccc(Br)cc1)Nc1ccc(Br)cc1C(=O)c1ccccc1
  -25, -3, 1.1, -1.9, -4, 0.5, 0.9, 6, 43
29. c1nc2nc3c(c(N4CCNCC4)n2n1)CCCC3
  -4, -12, 3.7, 0.8, -1, 1.2, 0.2, -13, 44
30. CCOC(=O)N1CCC(NC(=O)CCc2nc(C3=CCN(C)CC3)no2)CC1
  -1, -4, 1.1, -1.7, -3, 1.0, 1.8, -1, 37
31. O=C1NC(=O)C(CCc2ccncc2)(CCc2ccncc2)C(=O)N1Cc1ccc(F)cc1
  -21, -24, 0.3, 1.0, -2, 0.1, 0.8, 7, 19
32. COc1ccc(Cn2c(N)c(C(=O)NCc3ccco3)c3nc4ccccc4nc32)cc1
  -9, i, 0.0, 2.9, 8, 0.4, -1.3, 3, 7
33. CCCCCCn1c(=O)c(C(=O)Nc2cnccn2)c(O)c2ccccc21
  21, -153, 1.5, -0.3, 1, 0.3, -0.4, 2, 2
34. Cc1ccccc1N1C(=O)NC(=O)/C(=C\c2cc(C)n(C)c2C)C1=O
  -8, -12, 0.3, 0.7, -1, 0.5, 0.5, 4, 10
35. COc1ccc2nc3oc(C(=O)N4CCC5(CC4)OCCO5)cc3cc2c1
  4, i, 2.1, -1.6, 5, 0.2, -0.2, 9, -42
36. O=c1oc2ccccc2c(O)c1[C@H]1c2ccc(O)cc2Oc2c1c(=O)oc1ccccc21
  -20, 8, 1.2, 0.8, -3, 0.8, 0.4, 3, 45
37. CN(C)CCNC(=O)c1cccn(Cc2cc(C(F)(F)F)cc(C(F)(F)F)c2)c1=O
  14, -62, 2.0, -0.3, 1, 1.2, 0.9, 1, 33
38. CC(NCc1cccc(Cl)c1Cl)C(O)c1ccccc1 (stereo not drawn)
  -10, -5, -1.1, -1.6, 0, 0.1, 0.5, 5, 5
39. Cc1ccc(C)c(NC(=S)NCCc2cnc[nH]2)c1
  -2, -15, 0.8, 0.1, -2, 0.3, 1.9, -1, 12
40. O=c1[nH]c2c(c(=O)n1C1CCCCC1)CCC2
  -17, -5, 1.8, -3.3, 3, -0.2, 1.1, 3, 2

Remaining list, next part
Values run as follows: S1P4 antagonist, m-calpain inh, TRPN1 ag, S1P4 agonist, Ba/F3 V617F tox, TRPML3 agonist, PERK inh, BaF3 parental, EP2 modulator
41. O=c1[nH]c(=O)n(CCc2ccccc2)c(O)c1C=NCCN1CCNCC1
  5, -25, 1.9, -2.1, 1, 0.9, 0.4, 2, 10
42. Cc1c(Cl)cccc1NC(=S)N1CC2CC(C1)c1cccc(=O)n1C2 (stereo not drawn)
  -6, -12, -2.3, -1.3, -2, -0.3, 0.4, 4, -14
43. CC(=O)C1C(=O)NC23CCCCC2C1c1ccccc1O3 (stereo not drawn)
  0, -10, 0.1, 0.6, 1, 0.5, 1.3, 3, 35
44. Cc1ccc(Sc2ccc(C=C3C(=O)N(C)C(=O)N(C)C3=O)o2)cc1
  -16, -84, -2.1, -0.8, -1, 0.1, 1.8, 3, -15
45. Cc1ccc(-n2c(O)c(/C=N/NC(=O)c3ccncc3)c(=O)[nH]c2=O)cc1
  -5, 17, 0.5, 0.4, 8, 0.6, -0.4, 6, 11
46. CN1CCc2nc3sc(C#N)c(N)c3c(-c3cccs3)c2C1
  1, -12, 0.4, 0.5, -6, 0.6, -0.1, -2, -5
47. O=c1c2ccccc2nc(-c2ccco2)n1-c1nccs1
  2, 32, -1.1, 0.2, 1, 1.2, 0.2, 5, 1
48. Cc1ccc(OP(N)(=O)Oc2ccc(C)cc2)cc1
  6, 27, -0.5, 3.4, 2, 0.6, 1.1, 6, -38
49. CNP1(NC)=Nc2nn(-c3ccccc3)c(N)c2C(c2ccccc2)=N1
  -3, -16, 1.4, 0.7, -1, -0.2, 2.1, -1, 1
50. Cc1nc2ccccc2c(=O)n1-c1ccc(F)cc1
  -9, 13, 0.6, 0.9, -3, 0.0, 0.2, 2, 21
51. CCOc1ccc(C2(C#N)CC[N+](C)(C)CC2)cc1
  -17, -25, 0.6, 1.8, 0, 0.1, 0.5, 2, 3&12
52. O=C1NC(=O)N(c2ccc3c(c2)OCO3)C(=O)/C1=C/c1ccc(N2CCCCC2)o1
  2, 17, 2.4, 0.0, 3, 1.8, 0.8, 6, 17
53. O=C(/C=C/c1ccccc1)NCCc1cnc[nH]1
  -1, 8, 1.6, 1.1, -2, 0.0, 0.5, -2, -2
54. COC(=O)CN1C(=O)CN=C(c2ccccc2Cl)c2cc(Br)ccc21
  -10, -9, -1.5, -0.9, -3, -0.6, 0.6, -4, 15
55. C=CCOC(=O)C1=C(C)OC(N)=C(C#N)C12C(=O)N(CN1CCOCC1)c1ccccc12 (stereo not drawn)
  -6, 1, -0.4, -0.6, -7, 0.3, 0.0, 4, 20
56. COc1ccc(O)c2c(=O)c3c(OC)cc4c(c3oc12)C1C=COC1O4 (stereo not drawn)
  -1, 7, -0.1, -1.5, 4, 0.7, -1.8, 8, 16
57. CN(C(=O)CNC(=O)OCc1ccccc1)c1ccc(Br)cc1C(=O)c1ccccc1Cl
  -16, 43, -2.2, -0.1, 10, -0.3, -1.2, 15, 35
58. COc1ccc(OC)c(/C=N/OC(=O)Nc2ccc(Cl)cc2)c1
  -12, 33, 0.8, 0.7, 7, 0.9, 0.4, 7, -49
59. O=C(CN1CC=C(c2ccccc2)CC1)Nc1cc(Cl)ccc1Cl
  -11, 9, -0.3, 1.5, -2, 0.5, 0.8, 4, -57
